PLK1 PBD inh – PLK1 (human) polo-box domain binding inhibition | AID 720504 | Potency, µM, inactives show max response, negative = inhibition, usual class: inhibitors | hit rate 2.8% among 360,000 | Plk1 PBD binding of FITC phosphopeptide, fluorescence polarization | P53350; note: potency is the fitted concentration of half-maximal effect; series mostly up to about 57 µM; % is set by controls: 0 for no effect and ±100 for the full control effect; nearly all actives have a fitted effect of over 65% in size
PI5P4Ka inh – inhibitors of human PI5P4K alpha; PI5P4Kalpha enzyme, ADP-Glo luminescence, 60 min; hits give low values; P48426; max response, %; hit rate 1.2% among 330,000; active = max response of -50% or lower; inconclusive = between -30% and -50%; inactive = -30% or higher; note: value at the top dose of about 77 µM; % is set by controls: 0 for no effect and ±100 for the full control effect
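ADP-Glo luminescence end-point read after a 60 min room-temperature kinase reaction of PI5P4Kalpha plus substrate, initiated with ATP at 5 microM final. Buffer: 0.038 M HEPES pH 7.4, EGTA, 0.1% CHAPS, 5% DMSO.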
CCT modulator – cytosolic chaperonin activity modulation | hit rate 0.3% among 360,000 | activity change, % (no concentration beside the values), hits read low | purified chaperonin ATPase assay, HTRF ADP detection, 30 min; in the data active = activity change below about -30%; note: % is set by controls: 0 for no effect and ±100 for the full control effect
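TRiC (40 or 20 nM final, by batch activity) in 30 mM Tris pH 7.4, 100 mM KCl, 5 mM MgCl2, 1 mM DTT was treated with compound at 76 uM single dose, then 10 uM ATP, 30 min at 37 °C. ADP was read by HTRF Transcreener.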
WRN inhibitor – blocks human WRN helicase; hit rate 0.46% among 360,000; Potency, µM (titrated, usually from 114 µM), without a hit: at the highest dose activity change, negative = inhibition, hits mostly inhibitors; Q14191; AID 651768; WRN helicase unwinding, fluorescent forked duplex, kinetic; note: potency is the fitted concentration of half-maximal effect; % is set by controls: 0 for no effect and ±100 for the full control effect; nearly all actives have a fitted effect of over 55% in size
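Primary qHTS, 1536-well format. 20 nM WRN + compound, 15 min RT; start with 100 nM forked fluorophore/quencher duplex, 2 mM ATP (final); kinetic read ex 525/em 598 nm.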
EPAC2 antagonist – EPAC2 (human) antagonism. EPAC2 GEF exchange of Rap1B-BODIPY-GDP, fluorescence. Potency, µM (top dose mostly 114 µM), inactives show at the top dose activity, negative = inhibition, actives largely listed as inhibitors. hit rate 0.18% among 360,000. AID 720708; note: potency is the fitted concentration of half-maximal effect; % is set by controls: 0 for no effect and ±100 for the full control effect; nearly all actives have a fitted effect of over 45% in size; many of its hits are not listed in these tables
Mm-Cpn inhibitor – inhibitors of Methanococcus maripaludis chaperonin (MmCpn). purified Mm-Cpn ATPase, ADP Transcreener TR-FRET. Potency, µM (top dose mostly 76.9 µM), for inactives: at the highest dose activity, negative = inhibition, most hits filed as inhibitors. hit rate 0.031% among 330,000. AID 504842; note: potency is the fitted concentration of half-maximal effect; % is set by controls: 0 for no effect and ±100 for the full control effect; nearly all actives have a fitted effect of over 80% in size
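Eu-cryptate anti-ADP/ADP-d2 competition gives a ratio inversely related to ADP. Enzyme at 25 nM was pre-exposed to compound for 10 min, then given 10 uM ATP for 30 min, 37°C throughout.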
EPAC1 antagonist – antagonists of human EPAC1; Potency, µM (highest dose often 115 µM), inactives show at the highest dose activity change, negative = inhibition, actives largely listed as inhibitors; EPAC1 GEF assay, Rap1b-BODIPY-GDP exchange fluorescence; hit rate 0.14% among 360,000;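 note: potency is the fitted concentration of half-maximal effect; plate controls were vehicle for no effect and positive control for full effect; nearly all actives have a fitted effect of over 50% in size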
EPAC1 agonist – agonists of human EPAC1 | O95398 | EPAC1 agonist qHTS, biochemical assay; response scale: 100% = response to 6.5 mM cAMP | Potency, µM (titrated, usually from 154 µM), for the others: top-dose activation, usual class: activators | hit rate 0.073% among 360,000 | AID 720707; note: potency is the fitted concentration of half-maximal effect; nearly all actives have a fitted effect of over 60% in size
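EPAC1 100 nM, Rap1B–BODIPY-GDP 250 nM, unlabeled GDP 50 uM; compound titration; 5 min RT; kinetic read ex480/em540 at 5-min intervals ×30 min; data normalized to 6.5 mM cAMP agonist control.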
Active calls of the source: *; ? = inconclusive; . = not tested or not shown; [ ] = another dose, or the depositor's remark. Unless noted, calls come from the whole dose curve; as a rule, active = well fitted curve in the direction sought with a large enough effect; inconclusive = small, poorly fitted or top-dose-only effect, or another doubt; inactive = no such curve, though single readings can be large; an effect the other way counts as inactive or inconclusive. Some of the compounds tested. The share of hits here may be higher or lower than overall.

Order of results – PLK1 PBD inh	PI5P4Ka inh	CCT modulator	WRN inhibitor	EPAC2 antagonist	Mm-Cpn inhibitor	EPAC1 antagonist	EPAC1 agonist
(1) Cc1nn(Cc2ccccc2)c(Cl)c1/C=C/C(=O)OCC(=O)NC(C)C(C)C (stereo not given)
→ -2%	6	-20	6%	9%	2%	-10%	-6%
(2) O=C(CN1CCN(Cc2ccccc2F)CC1)Nc1ccccc1Cl
→ -3%	1	-0.3	-9%	-2%	2%	2%	-2%
(3) COc1ccc(N2CCN(Cc3csc(C)c3-c3ccc(C)cc3)CC2)cc1
→ -2%	11	-0.8	-3%	-7%	-2%	-19%	-15%
(4) COc1cc2c(cc1OC)CN(C1CCC(C)CC1)CC2 (stereo not given)
→ 7%	-1	0.4	11%	0%	0%	11%	2%
(5) Cc1ccc(C(=O)NC(=S)NCc2cccnc2)c(C)c1
→ 3%	2	-1.3	7%	7%	1%	13%	-4%
(6) O=C(O)c1ccc(NCc2cccnc2)c([N+](=O)[O-])c1
→ -1%	-5	-53*	5%	-8%	-3%	-4%	-10%
(7) CN(C)C(CNC(=O)c1ccc(S(=O)(=O)Nc2ccccc2F)cc1)c1ccco1 (stereo not given)
→ -4%	4	-1.7	-6%	8%	-1%	18%	11%
(8) COc1cc(C(=O)Oc2cccc(C=O)c2)cc(OC)c1OC
→ -2%	.	-0.9	-8%	-3%	0%	11%	8%
(9) COc1ccc2sc(NC(C)=O)nc2c1
→ -3%	-4	0.8	-3%	-2%	0%	-2%	4%
(10) Cc1ccc(NC(=S)NC2CCCC2)c(C)c1
→ -10%	1	-0.2	12%	10%	0%	-1%	-2%
(11) C/C(=N\NC(=O)c1cc(-c2ccc(C)s2)nc2ccccc12)c1cccnc1
→ -8%	-1	-2.3	4%	0%	-4%	6%	13%
(12) COc1ccc(Br)cc1/C=C(\C(=O)O)c1ccc(S(=O)(=O)N2CCCC2)s1
→ ?	-28	-0.9	?	-8%	-1%	-6%	2%
(13) CSc1nc(N)c(C(=O)NC2CCCCC2)s1
→ -2%	2	-0.8	3%	1%	-3%	-15%	-14%
(14) COc1cc(-c2nnc(SC/C=C/c3ccccc3)n2N)cc(OC)c1OC
→ -3%	13	-0.1	5%	6%	-1%	6%	-7%
(15) O=C(Cc1cccc(C(F)(F)F)c1)N1CCCC1
→ -8%	-3	1.3	-32%	18%	-1%	-2%	-11%
(16) Cc1ccc(CN(CC(=O)NC2CCCC2)C(=O)c2csnn2)cc1
→ -6%	1	-2.6	5%	4%	-9%	-29%	4%
(17) Cc1cc(Cl)ccc1OCC(=O)N/N=C/c1ccc(OC2OC(CO)C(O)C(O)C2O)cc1 (stereo not given)
→ -9%	0	-0.7	-1%	0%	-1%	18%	5%
(18) COC(C[C@H]1O[C@H]1[C@H](O)[C@H](C)OCc1ccccc1)OC
→ 4%	-3	-1.7	2%	-14%	3%	0%	6%
(19) O=C(COc1ccc(Cl)cc1Cl)NCCN1CCCCC1
→ 3%	0	1.1	-7%	3%	.	14%	1%
(20) COc1ccc(NC(=O)c2cc(F)c(F)cc2Cl)cc1Cl
→ -10%	1	-3.2	-8%	-10%	0%	-15%	0%
(21) Cc1c(N2CCCCC2)[nH]c2ccccc12
→ -5%	1	-3.7	-2%	0%	.	5%	-5%
(22) CCC1Oc2ccccc2N(CC(=O)N2CCOCC2)C1=O (stereo not given)
→ -1%	2	0.9	-11%	1%	0%	2%	-3%
(23) CCC(=O)c1ccc(OCC(=O)OCC(=O)N2c3ccccc3NC(=O)C2(C)C)cc1
→ 1%	-20	0.4	-5%	15%	1%	-3%	-8%
(24) Cc1ccc(-n2c(SCC(=O)Nc3cc(C)on3)nc3ccccc3c2=O)cc1
→ -1%	.	-0.9	-3%	2%	1%	10%	8%
(25) Cc1cccc(OCC(=O)N(Cc2nnc(-c3ccccc3Cl)o2)C2CC2)c1
→ 5%	0	0.4	5%	2%	1%	14%	2%
(26) CCC(=O)N1CCCn2c1nc1ccccc12
→ -12%	1	0.6	-1%	0%	-1%	5%	12%
(27) Cc1c(C(=O)NC(=S)Nc2ccc(NC(=O)c3cccs3)cc2)oc2ccccc12
→ -6%	1	-1.6	3%	-4%	1%	5%	-12%
(28) CC(C)(C)C(=O)Nc1nnc(-c2ccccc2)c(-c2ccccc2)n1
→ 0%	3	0.3	-6%	12%	0%	-16%	2%
(29) Nc1c(C(=O)CSc2nnnn2-c2ccccc2)c(=O)[nH]c(=O)n1C1CC1
→ 3%	-2	-3.7	-3%	10%	-1%	12%	4%
(30) CC1=C(O)C(=O)C(c2c(C)cc(C)c(Br)c2C)=C(O)C1=O
→ ?	0	0.7	-2%	-11%	.	-28%	-31%[inhibitor]
(31) N#CCCN(C(=O)COC(=O)CCc1nc2ccccc2c(=O)[nH]1)c1ccccc1F
→ -14%	1	-3.6	2%	7%	0%	6%	3%
(32) CC(=O)c1cc2c(cc1NC(=O)CN1CCN(c3cccc(C(F)(F)F)c3)CC1)OCO2
→ -6%	.	1.7	-1%	-12%	-2%	5%	-1%
(33) Cc1ccc(SCC(=O)OCc2csc(CC(=O)Nc3ccccc3C)n2)cc1C
→ -5%	4	-1.3	-4%	0%	-12%	-3%	8%
(34) CCc1nc(C)cn1S(=O)(=O)c1ccc(Br)cc1
→ -9%	-1	-0.6	7%	-6%	1%	8%	-4%
(35) CN(C)c1ccc(-c2nc3ccccc3c(=O)[nH]2)cc1
→ -9%	2	2.4	-5%	5%	2%	-26%	8%
(36) Cc1ccc(S(=O)(=O)Nc2nc3ccccc3nc2NCc2ccco2)cc1
→ ?	.	0.0	-33%	7%	-9%	-5%	2%
(37) S=c1[nH]nc(COc2ccccc2)n1-c1ccc(Cl)cc1
→ -18%	0	-2.5	0%	-10%	.	-2%	-3%
(38) Cc1nc2cc(Nc3ccncc3)ccc2s1
→ 0%	4	-2.1	3%	-4%	0%	-20%	0%
(39) CCC1CCCCN1C(=O)COC(=O)c1cc(C)nc2ccccc12 (stereo not given)
→ -4%	2	-2.8	-4%	-3%	-3%	6%	6%
(40) O=C(NCCSCc1ccccc1)c1ccc(F)cc1
→ -4%	6	-1.8	-8%	-5%	4%	3%	9%
(41) CCCN1C(=O)c2ccccc2NC1c1cc(OC)c(OC)c(OC)c1 (stereo not given)
→ -7%	0	-1.8	2%	-3%	-3%	-15%	18%
(42) CCc1cccc2c(C(=O)COC(=O)/C=C/c3ccccc3OC)c[nH]c12
→ -3%	8	-3.3	-6%	-6%	2%	-24%	11%
(43) O=S(=O)(Nc1cccc(-n2cnnn2)c1)c1ccccc1C(F)(F)F
→ -9%	4	-0.6	1%	-1%	1%	-9%	3%
(44) CC1=C(C(=O)N2CCCCCC2)CC(CC(=O)NCc2cccs2)C(=O)N1Cc1ccccc1 (stereo not given)
→ 0%	6	2.1	-6%	1%	.	-14%	3%
(45) CC(C)C(C)(C#N)NC(=O)CSc1nncn1-c1ccccc1 (stereo not given)
→ -5%	1	2.9	9%	7%	1%	-8%	-17%

An excerpt of these results, with tabs.
cpd	smiles	PLK1 PBD inh	PI5P4Ka inh	CCT modulator	WRN inhibitor	EPAC2 antagonist	Mm-Cpn inhibitor	EPAC1 antagonist	EPAC1 agonist
34	CCc1nc(C)cn1S(=O)(=O)c1ccc(Br)cc1	-9%	-1	-0.6	7%	-6%	1%	8%	-4%
35	CN(C)c1ccc(-c2nc3ccccc3c(=O)[nH]2)cc1	-9%	2	2.4	-5%	5%	2%	-26%	8%
36	Cc1ccc(S(=O)(=O)Nc2nc3ccccc3nc2NCc2ccco2)cc1	?	.	0.0	-33%	7%	-9%	-5%	2%
37	S=c1[nH]nc(COc2ccccc2)n1-c1ccc(Cl)cc1	-18%	0	-2.5	0%	-10%	.	-2%	-3%
38	Cc1nc2cc(Nc3ccncc3)ccc2s1	0%	4	-2.1	3%	-4%	0%	-20%	0%
39	CCC1CCCCN1C(=O)COC(=O)c1cc(C)nc2ccccc12 (stereo not given)	-4%	2	-2.8	-4%	-3%	-3%	6%	6%
40	O=C(NCCSCc1ccccc1)c1ccc(F)cc1	-4%	6	-1.8	-8%	-5%	4%	3%	9%
41	CCCN1C(=O)c2ccccc2NC1c1cc(OC)c(OC)c(OC)c1 (stereo not given)	-7%	0	-1.8	2%	-3%	-3%	-15%	18%
42	CCc1cccc2c(C(=O)COC(=O)/C=C/c3ccccc3OC)c[nH]c12	-3%	8	-3.3	-6%	-6%	2%	-24%	11%
43	O=S(=O)(Nc1cccc(-n2cnnn2)c1)c1ccccc1C(F)(F)F	-9%	4	-0.6	1%	-1%	1%	-9%	3%
44	CC1=C(C(=O)N2CCCCCC2)CC(CC(=O)NCc2cccs2)C(=O)N1Cc1ccccc1 (stereo not given)	0%	6	2.1	-6%	1%	.	-14%	3%
45	CC(C)C(C)(C#N)NC(=O)CSc1nncn1-c1ccccc1 (stereo not given)	-5%	1	2.9	9%	7%	1%	-8%	-17%

Returning to the listing, repeating the 2 entries before the break.
Order of results – PLK1 PBD inh	PI5P4Ka inh	CCT modulator	WRN inhibitor	EPAC2 antagonist	Mm-Cpn inhibitor	EPAC1 antagonist	EPAC1 agonist
(44) CC1=C(C(=O)N2CCCCCC2)CC(CC(=O)NCc2cccs2)C(=O)N1Cc1ccccc1 (stereo not given)
→ 0%	6	2.1	-6%	1%	.	-14%	3%
(45) CC(C)C(C)(C#N)NC(=O)CSc1nncn1-c1ccccc1 (stereo not given)
→ -5%	1	2.9	9%	7%	1%	-8%	-17%
(46) Cc1ccccc1C(=O)NC(=S)NCc1cccnc1
→ -7%	-6	-0.4	-2%	1%	-3%	6%	2%
(47) c1ccc(-c2cc(-c3nc(-c4ccccn4)no3)c3ccccc3n2)cc1
→ 0%	0	0.8	-3%	-6%	.	-3%	2%
(48) COc1cccc2c1OCC(C(=O)OCc1cccnc1)=C2
→ -10%	1	0.4	4%	8%	-1%	4%	-5%
(49) CCN1C(=O)C(NC(C)=O)c2cc(OC)ccc21 (stereo not given)
→ -1%	-9	-0.4	5%	-4%	2%	-5%	-1%

Source: PubChem (National Center for Advancing Translational Sciences (NCATS))
